# Screening data (PubChem BioAssay)
# RGS8-Gao: RGS8-Galphao binding modulators, primary screen, biochemical, multiplexed bead flow cytometry | AID 1423, 2008 | Guanine nucleotide-binding protein G(o) subunit alpha (Homo sapiens), P09471 | actives lie on both sides | 0.34% of 220,000 active | response (percent of control binding), % at 10 µM; in the data active = response below about 60% or above about 140%; inactive = in between;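 note: Galphao activated as the GDP aluminium fluoride complex binding bead-coupled RGS8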
# Target sequence (P09471 whole entry, looked up): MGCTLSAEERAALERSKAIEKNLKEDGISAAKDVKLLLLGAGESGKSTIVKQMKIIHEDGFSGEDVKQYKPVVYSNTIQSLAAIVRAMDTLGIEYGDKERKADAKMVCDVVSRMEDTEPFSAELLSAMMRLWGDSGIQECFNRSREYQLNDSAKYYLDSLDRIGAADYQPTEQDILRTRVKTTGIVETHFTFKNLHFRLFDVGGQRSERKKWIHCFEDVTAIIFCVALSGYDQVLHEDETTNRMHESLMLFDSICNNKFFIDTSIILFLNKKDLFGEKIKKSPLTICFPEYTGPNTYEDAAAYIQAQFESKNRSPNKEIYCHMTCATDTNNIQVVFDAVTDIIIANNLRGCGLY
# Bcl-B Bim block: inhibitors of Bim-Bcl-B binding, primary screen, biochemical, multiplexed, human Bcl-2 family; Bcl-2-like protein 10 (Homo sapiens), Q9HD36; bead-based flow cytometry, Bim peptide-Bcl-B binding; inhibition, % at 10 µM; 0.073% of 190,000 active; AID 951, 2007;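 note: 0% = tracer peptide without compound and 100% = reference inhibitor peptide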
# RGS7-Gao reg: RGS7-Galphao binding modulators, primary screen, biochemical, multiplexed bead flow cytometry; Guanine nucleotide-binding protein G(o) subunit alpha (Homo sapiens), P09471; actives lie on both sides; binding response (% of control), % at 10 µM; 0.35% of 220,000 active; in the data active = binding response below about 49% or above about 150%; inconclusive = no clear call, values can overlap the other calls; inactive = in between;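 note: fluorescent Galphao held in activated GDP-AlF4 state binding bead-coupled RGS7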
# RGS4-Gao reg: modulators of RGS4 binding to Galphao, primary screen, biochemical, multiplexed bead flow cytometry; AID 1415, 2008; Guanine nucleotide-binding protein G(o) subunit alpha (Homo sapiens), P09471; actives lie on both sides; binding response (% of control), % at 10 µM; 0.33% of 220,000 active; in the data active = binding response below about 49% or above about 150%; inactive = in between;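 note: fluorescent Galphao activated with aluminum fluoride binding bead-coupled RGS4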
# Bim-Bfl-1: inhibitors of Bim binding to Bfl-1, primary screen, biochemical, multiplexed, bead-based flow cytometry; Bcl-2-related protein A1 (Homo sapiens), Q16548; Bim-Bfl-1 binding inhibition; inhibition, % at 10 µM; 0.12% of 190,000 active; AID 1008, 2008;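 note: 0% = wells without compound plus tracer and 100% = blocker peptide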
# Mcl-1 Bim block: inhibitors of Bim peptide binding to Mcl-1, primary screen, biochemical, bead-based flow cytometry, multiplex. 0.1% of 190,000 active. Bim peptide-Mcl-1 binding. Induced myeloid leukemia cell differentiation protein Mcl-1 (Homo sapiens), Q07820. inhibition, % at 10 µM;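 note: 0% = no compound tracer wells and 100% = peptide blocker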
# Target sequence (Q07820 whole entry, looked up): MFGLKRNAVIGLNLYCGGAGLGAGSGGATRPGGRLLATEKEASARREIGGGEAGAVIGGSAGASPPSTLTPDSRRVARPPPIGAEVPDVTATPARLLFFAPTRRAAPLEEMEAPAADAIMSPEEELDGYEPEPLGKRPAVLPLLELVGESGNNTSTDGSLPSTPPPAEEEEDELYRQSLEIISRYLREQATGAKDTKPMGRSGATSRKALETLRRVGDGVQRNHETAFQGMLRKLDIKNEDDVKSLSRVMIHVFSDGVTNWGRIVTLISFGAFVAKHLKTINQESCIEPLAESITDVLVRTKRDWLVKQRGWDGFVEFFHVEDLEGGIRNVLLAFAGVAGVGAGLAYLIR
# Bcl-2 Bim block: inhibitors of Bim-Bcl-2 binding, primary screen, biochemical, multiplexed, human Bcl-2 family; Apoptosis regulator Bcl-2 (Homo sapiens), P10415; Bead-based flow cytometry, Bim peptide-Bcl-2 binding; inhibition, % at 10 µM; 0.06% of 190,000 active; AID 950, 2007; in the data active = inhibition above about 40%; inconclusive = no clear call, values can overlap the other calls;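 note: 0% = no compound wells with probe peptide and 100% = reference peptide inhibitor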
# Target sequence (P10415 whole entry, looked up): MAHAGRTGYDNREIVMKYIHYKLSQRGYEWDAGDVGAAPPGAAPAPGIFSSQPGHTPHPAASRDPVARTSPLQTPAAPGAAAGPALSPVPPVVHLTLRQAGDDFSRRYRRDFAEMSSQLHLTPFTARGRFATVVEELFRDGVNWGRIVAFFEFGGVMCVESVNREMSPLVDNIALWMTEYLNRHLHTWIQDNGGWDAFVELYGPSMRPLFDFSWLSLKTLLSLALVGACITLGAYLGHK
# Bcl-XL Bim block: inhibitors of Bim-Bcl-XL binding, primary screen, biochemical, multiplexed, bead flow cytometry, human Bcl-XL. 0.04% of 190,000 active. inhibition, % at 10 µM. AID 1007, 2008. Bim peptide-Bcl-XL binding, fluorescence. Bcl-2-like protein 1 (Homo sapiens), Q07817
# ABCB1 block: ABCB1 efflux pump inhibitors, primary screen, cell-based, multiplex, flow cytometry, ABCG2 counter-screen; CCRF-Adr cells, JC-1 efflux; inhibition, % at 6.6 µM; 0.067% of 190,000 active; in the data active = inhibition above about 40%;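 note: 0% = vehicle and 100% = reference inhibitor; higher value means more JC-1 retained so stronger ABCB1 efflux block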
# Bcl-W Bim block: inhibitors of Bim binding to Bcl-W, primary screen, biochemical, multiplexed, bead-based flow cytometry; inhibition, % at 10 µM; 0.02% of 190,000 active; Bim peptide-Bcl-W binding; Bcl-2-like protein 2 (Homo sapiens), Q92843; AID 952, 2007;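 note: 0% = bound tracer without compound and 100% = peptide blocker; higher means less fluorescent Bim peptide bound to Bcl-W beads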
# ABCG2 block: ABCG2 efflux pump inhibitors, primary screen, multiplex with ABCB1, IgMXP3 cells, flow cytometry; inhibition, % at 6.6 µM; JC-1 efflux; AID 1325, 2008; 0.1% of 190,000 active;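 active = inhibition above 80%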;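 note: 0% = DMSO and 100% = nicardipine control wells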
#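 test system = two drug-resistant human cell lines, ABCG2 and ABCB1 | amount = 3 million cells/mL final, two lines in 1:1 ratio | reagent = JC-1 transporter substrate | doses = one concentration, 6.6 µM final | incubation = 10 min at 25 °C | signal = flow cytometric JC-1 green MFI at 530 nm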
# * marks the source's active call; other numbers are inactive results; u = inconclusive. Cut-off read from the data, not from the text of the source, unless noted: active = inhibition above about 40%.
SMILES,RGS8-Gao,Bcl-B Bim block,RGS7-Gao reg,RGS4-Gao reg,Bim-Bfl-1,Mcl-1 Bim block,Bcl-2 Bim block,Bcl-XL Bim block,ABCB1 block,Bcl-W Bim block,ABCG2 block
Cc1ccc(NC(=O)CN2C(=O)CSC2=O)cc1,100,-1,100,100,1,1,-7,1,0.1,1,1
CC1(CC(=O)O)SC(=O)NC1=O (stereo not drawn),107,1,106,105,0,0,0,-2,0.9,-2,3
C=C(C)c1cccc(C(C)(C)NC(=O)N2CCCC(C)C2)c1 (stereo not drawn),97,-5,89,92,-1,0,-1,-6,1.3,-3,-7
CCCN1C(=O)/C(=C/c2ccc(C)s2)SC1=Nc1ccc(OC)cc1,98,0,94,99,-2,0,0,1,0.9,1,6
O=C(COc1ccc(S(=O)(=O)NCc2ccccc2)cc1)N1CCOCC1,102,-6,104,101,-3,-4,-5,-6,1.3,-3,6
CSc1nsc(SC)c1C(=O)OCC(F)(F)F,80,4,94,94,7,-1,-2,3,0.8,2,5
CC(=O)Oc1ccc(N2C(=O)C3C(C2=O)C2C=CC3C23CC3)cc1[N+](=O)[O-] (stereo not drawn),98,-1,92,98,-2,15,-7,1,0.8,-1,7
Cc1cn(S(=O)(=O)c2ccccc2[N+](=O)[O-])cn1,99,-2,98,101,-4,1,-3,1,-0.1,1,1
COCCNC(=O)C(c1ccc(C)o1)N(CCOC)C(=O)Cn1nnc2ccccc21 (stereo not drawn),103,-2,100,103,-5,2,-3,2,2.6,-1,19
Cc1ccc(C)c(C(=O)N(C)CC(=O)Nc2ccccc2C(F)(F)F)c1,100,1,101,101,0,-1,0,0,-0.7,0,9
O=C1N[C@@H](Cc2cnc[nH]2)C(=O)N2CCC[C@@H]12,100,-6,99,102,-3,-2,-1,-5,0.0,-6,0
O=C(O)c1ccc(COCC(F)(F)F)cc1,98,-8,94,96,-4,-2,-6,0,1.2,-3,6
Cc1ccc(/C(N)=N/OC(=O)C23CC4CC(CC(C4)C2)C3)cc1,98,-6,96,99,-8,5,-4,-19,0.4,5,7
O=C(CSc1nc2ncccc2[nH]1)NCCc1ccccc1,99,-6,103,98,-5,-3,-5,-5,-0.1,0,0
O=C(CCc1ccccc1)NNC(=O)c1ccccc1F,100,-3,103,98,-5,-1,-4,-2,-0.6,-3,5
CC(=O)c1cc(CN2CCN(CCc3ccccc3)C(CCO)C2)cs1 (stereo not drawn),100,0,111,102,-4,-1,-3,-1,0.1,-1,0
CCC(=O)Nc1ccc(S(=O)(=O)NCC2CCCO2)cc1 (stereo not drawn),102,-3,96,98,-6,-2,-4,0,1.0,0,2
CCOC(=O)C1CCCN(CC(=O)Nc2c(F)c(F)c(F)c(F)c2F)C1 (stereo not drawn),105,-6,114,119,1,0,3,-2,0.4,0,0
CC(=O)c1cnc2c(-c3ccccc3)c(C)nn2c1C,88,-2,99,99,0,-1,-2,-5,0.4,-3,2
O=C(NCc1ccc2c(c1)OCO2)C1COc2ccccc2O1 (stereo not drawn),101,-5,103,104,-1,-5,0,-8,0.8,-7,13
Cc1ccccc1N(CC(=O)NC1CCCC1)C(=O)CS(=O)CC(=O)Nc1ccc2c(c1)OCO2 (stereo not drawn),101,-6,98,98,-13,3,-5,1,0.2,1,3
CC/C(=C/c1sc2ccccc2[n+]1CC)SC,105,-4,102,103,3,-2,2,-2,0.3,0,0
CN1CCN(c2ccc(S(=O)(=O)N3CCCCC3)cn2)CC1,101,-11,98,99,-15,-2,-9,-11,0.6,-1,1
CCC(=O)OCCn1c(=O)c2ccccc2c2ccccc2c1=O,93,-4,91,96,-5,3,-1,-1,1.4,1,7
COc1ccc(CCNC(=O)CSc2nnc(-c3cccc(F)c3)o2)cc1OC,100,-1,101,103,-1,-1,0,0,1.8,0,13
Cn1c(SCC(=O)NCc2ccc3c(c2)OCO3)nnc1-c1cccs1,102,-7,110,91,-11,-1,-8,-13,0.0,3,1
Cc1cccc(C)c1NC(=O)CN(C)CC(=O)Nc1ccccc1Br,102,0,98,99,-2,-2,0,0,0.7,0,2
CCOCCCNC(=O)CSc1ccccc1,99,-11,104,98,-22,-9,-11,-10,0.2,-4,4
Cc1cccc(C(=O)Nc2ccccc2C(=O)OCc2c(C)noc2C)c1,103,0,95,97,-1,2,-1,1,11,-3,3
CN1CCN(C=Nc2nc3ccccc3nc2N2CCCC2)CC1,98,0,93,98,-2,2,0,2,1.6,4,8
CS(=O)(=O)c1cccc(NC(=O)C2CC2)c1,102,-2,u,101,-4,-1,-2,-1,-0.4,0,-1
CN1CC(c2ccccc2)C2(COc3ccccc3C2=O)C12C(=O)Nc1ccccc12 (stereo not drawn),99,0,95,96,0,-1,-4,-4,1.3,-3,2
OC[C@@H]1CCCN1Cc1cn(-c2ccccc2)nc1-c1ccc2c(c1)OCO2,102,-2,104,104,2,-10,-6,-5,0.6,-3,6
Cn1nc([N+](=O)[O-])nc1Oc1ccccc1,101,0,96,99,-3,-3,0,-1,0.1,0,0
COc1ccc(NC(=O)c2c3c(nc4ccccc24)CCN(Cc2ccccc2)C3)c(OC)c1,101,0,99,101,-6,0,-2,0,0.4,-4,3
COc1ccc(S(=O)(=O)CCC(=O)Nc2cc(C)ccc2OC)cc1,101,-4,107,100,-4,-1,0,-1,2.4,-2,20
CN1CCN(c2cc(-c3ccccc3)nc3cc(-c4ccc(F)cc4)nn23)CC1,105,-2,98,102,-14,0,-10,-6,10,-4,15
CCOc1nc(Nc2cc(Cl)ccc2OC)nc(OCC)n1,105,-4,102,102,-2,-1,0,-2,0.2,-1,0
CCOc1ccc(NS(=O)(=O)c2ccc(NS(=O)(=O)c3ccc(SC)cc3)cc2)cc1,102,-7,98,104,-12,-1,-8,12,-0.3,0,-1
CC(C)CNC(=O)C(=O)NNC(=O)c1ccco1,98,-5,95,98,-6,0,-7,-3,-0.2,-6,-1
CC(=O)N(c1ccc(Cl)cc1)c1c[nH]c2ccccc12,105,-6,100,104,-9,-2,-6,-2,-0.1,2,1
COc1ccc(CS(=O)(=O)CC2(O)CCN(C(=O)c3cccc(C(F)(F)F)c3)CC2)cc1,107,9,102,100,3,10,2,0,1.1,3,2
CC(NC(=O)c1ccc(CS(=O)(=O)c2ccc(Cl)cc2)o1)c1ccc2c(c1)OCCO2 (stereo not drawn),105,-1,107,100,0,0,-2,-4,1.4,0,-1
O=C(c1cc(Br)c(Br)s1)N1CCN(C/C=C/c2ccccc2)CC1,99,-6,99,100,-16,0,-9,0,0.4,1,6
CC(C)CCNC(=O)CNC(=S)N(Cc1ccccc1)Cc1cccnc1,92,-9,102,103,-9,-6,-8,-7,0.6,-6,8

# Sorted by SMILES length (low to high): eleven of the compounds above.
SMILES,RGS8-Gao,Bcl-B Bim block,RGS7-Gao reg,RGS4-Gao reg,Bim-Bfl-1,Mcl-1 Bim block,Bcl-2 Bim block,Bcl-XL Bim block,ABCB1 block,Bcl-W Bim block,ABCG2 block
CS(=O)(=O)c1cccc(NC(=O)C2CC2)c1,102,-2,u,101,-4,-1,-2,-1,-0.4,0,-1
CCOc1nc(Nc2cc(Cl)ccc2OC)nc(OCC)n1,105,-4,102,102,-2,-1,0,-2,0.2,-1,0
CC(=O)N(c1ccc(Cl)cc1)c1c[nH]c2ccccc12,105,-6,100,104,-9,-2,-6,-2,-0.1,2,1
CC(C)CCNC(=O)CNC(=S)N(Cc1ccccc1)Cc1cccnc1,92,-9,102,103,-9,-6,-8,-7,0.6,-6,8
COc1ccc(S(=O)(=O)CCC(=O)Nc2cc(C)ccc2OC)cc1,101,-4,107,100,-4,-1,0,-1,2.4,-2,20
O=C(c1cc(Br)c(Br)s1)N1CCN(C/C=C/c2ccccc2)CC1,99,-6,99,100,-16,0,-9,0,0.4,1,6
CN1CCN(c2cc(-c3ccccc3)nc3cc(-c4ccc(F)cc4)nn23)CC1,105,-2,98,102,-14,0,-10,-6,10,-4,15
CN1CC(c2ccccc2)C2(COc3ccccc3C2=O)C12C(=O)Nc1ccccc12 (stereo not drawn),99,0,95,96,0,-1,-4,-4,1.3,-3,2
COc1ccc(NC(=O)c2c3c(nc4ccccc24)CCN(Cc2ccccc2)C3)c(OC)c1,101,0,99,101,-6,0,-2,0,0.4,-4,3
CC(NC(=O)c1ccc(CS(=O)(=O)c2ccc(Cl)cc2)o1)c1ccc2c(c1)OCCO2 (stereo not drawn),105,-1,107,100,0,0,-2,-4,1.4,0,-1
COc1ccc(CS(=O)(=O)CC2(O)CCN(C(=O)c3cccc(C(F)(F)F)c3)CC2)cc1,107,9,102,100,3,10,2,0,1.1,3,2

# Further entries follow:
SMILES,RGS8-Gao,Bcl-B Bim block,RGS7-Gao reg,RGS4-Gao reg,Bim-Bfl-1,Mcl-1 Bim block,Bcl-2 Bim block,Bcl-XL Bim block,ABCB1 block,Bcl-W Bim block,ABCG2 block
CCOC(=O)CSc1nc(-c2ccccc2)nc2ccccc12,102,0,99,100,1,0,-4,-1,0.6,1,20
O=C(CNC(=O)c1ccco1)OCc1ccc(C(=O)Oc2ccccc2)cc1,105,0,102,103,0,0,-1,-4,0.2,0,1
COc1ccc([N+](=O)[O-])cc1C1NN=C(c2cccc3ccccc23)S1 (stereo not drawn),102,-3,105,104,0,1,-1,-4,0.3,-1,4
COc1ccccc1C(=O)Nc1ccc2c(c1)nc(CN1CCCCC1)n2C,99,-3,101,97,-5,2,0,0,0.5,-2,6
COCCNC(=O)/C(C#N)=C/c1c(N2CC(C)OC(C)C2)nc2ccccn2c1=O (stereo not drawn),95,-4,97,96,0,-2,-2,-2,0.0,-1,1

# Rows are unselected. Share with any hit: about 0.94%.
